CRFBP-R2 block – antagonists of CRF-BP/CRF-R2 complex, primary screen, cell-based, HEK293, calcium dye fluorescence, uHTS. CRF-induced calcium fluorescence. actives 0.59% (n = 350,000). inhibition, % at 11.8 µM;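 active = inhibition of the ligand-induced calcium signal above about 50% at the single tested concentration, limit read from the data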
HCV NS3 hel inh – inhibitors of HCV NS3 helicase, primary screen, biochemical, Cy5 molecular beacon fluorescence; actives 0.56% (n = 290,000); NS3 helicase DNA unwinding; AID 1800, 2009; inhibition, % at 10.9 µM;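 active = inhibition above the mean of all tested compounds plus 3 SD, set per campaign, cut at about 35% in these data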;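 also: 0% = DMSO wells and 100% = thioflavine S control wells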
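Compound dosing – single dose, 10.9 µM nominal final, DMSO 0.8% final · System – NS3 helicase fragment of HCV · Buffer or medium – MOPS pH 6.5, MgCl2, DTT, Tween20, BSA · Signal – Cy5 beacon fluorescence read at start and 1 h · Also added – annealed dual-labelled DNA beacon duplex, ATP-started · Schedule – 1 h at 25 °C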
MEKK2mut PB1 HTS – MEK5 binding signal on mutant MEKK2 PB1, primary screen, biochemical, multiplex bead flow cytometry, Alexa488-MEK5 | Alexa488-MEK5 binding to MEKK2 mutant | percent response, % at 10 µM | actives 0.35% (n = 290,000); in the data active = percent response above about 24%, passing the limit was not always enough; also: inactives centre near 1; some results filed as inactive read as strong as hits
CRFBP-R2 agonist – agonists of CRF-BP/CRF-R2 complex, primary screen, cell-based, HEK293, calcium dye fluorescence, uHTS. activation, % at 13.2 µM. calcium dye fluorescence (FLIPR); percent of saturating CRF peptide response. CRF-binding protein / CRF receptor 2 complex (human). actives 0.46% (n = 350,000);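 active = activation of at least 50%, plus an integration ratio under a set limit after plate pattern correction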;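 also: plate controls were neutral control wells without compound for no effect and CRF at EC100 for full effect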
MEKK2 WT-MEK5 – modulators of MEK5 binding to wildtype MEKK2, primary screen, biochemical, multiplex bead flow cytometry, Alexa488-MEK5; Mitogen-activated protein kinase kinase kinase 2 (Homo sapiens), Q9Y2U5; Alexa488-MEK5 binding to MEKK2 WT; actives lie on both sides; binding response (% of control), % at 10 µM; actives 1.1% (n = 290,000); AID 1531, 2009; in the data active = binding response below about 67% or above about 130%
GalR3 antagonist – GalR3 antagonists in HEK293 cells, primary screen, cell-based, fluorescence readout. AID 651719, 2012. actives 0.44% (n = 360,000). inhibition, % at 3 µM. HEK293 GalR3-CNG cAMP membrane potential fluorescence; galR3 body fused to GalR1 C-terminus;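 active = inhibition above the screen-wide average plus 3 SD, cut at about 13% in these data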;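 also: forskolin and galanin both at EC90 stimulate the cells; cAMP rise reported by CNG channel membrane potential dye signal; 0% = forskolin plus galanin with DMSO and 100% = forskolin alone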
Target sequence (O60755 1-299 limits assumed): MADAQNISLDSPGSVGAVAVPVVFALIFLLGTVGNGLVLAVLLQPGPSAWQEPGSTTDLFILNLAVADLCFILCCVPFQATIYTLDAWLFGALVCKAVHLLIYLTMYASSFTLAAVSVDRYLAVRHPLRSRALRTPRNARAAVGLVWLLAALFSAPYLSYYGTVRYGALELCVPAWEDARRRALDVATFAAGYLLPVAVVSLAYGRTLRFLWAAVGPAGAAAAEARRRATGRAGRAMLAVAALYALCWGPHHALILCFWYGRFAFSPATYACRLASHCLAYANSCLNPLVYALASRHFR
FID counter – compounds displacing fluorescent DNA intercalator, primary screen, artefact control for HCV NS3 helicase inhibitor project, biochemical, FID fluorescence. AID 1845, 2009. actives 0.17% (n = 290,000). DNA fluorescent intercalator displacement. inhibition, % at 7.9 µM; in the data active = inhibition above about 37%;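 also: 0% = vehicle and 100% = reference compound; higher means more ethidium bromide displaced from hairpin DNA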
SUMO HTRF inh – inhibitors of in vitro SUMOylation cascade, primary screen, biochemical, HTRF, uHTS; SUMO-conjugating enzyme UBC9 (Homo sapiens), P63279; HTRF SUMOylation assay, SAE1/SAE2 + UBC9; inhibition, % at 35 µM; actives 0.36% (n = 290,000); in the data active = inhibition above about 50%, passing the limit was not always enough; also: strong numbers were not always called active
Target sequence (P63279 whole entry, looked up): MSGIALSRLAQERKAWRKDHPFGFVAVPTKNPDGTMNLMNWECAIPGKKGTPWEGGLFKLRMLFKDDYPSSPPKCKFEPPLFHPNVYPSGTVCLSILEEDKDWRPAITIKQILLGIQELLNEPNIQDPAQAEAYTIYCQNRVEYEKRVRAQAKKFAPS
MEKK3 PB1 HTS – modulators of MEKK3-MEK5 PB1 binding, primary screen, biochemical, wildtype MEKK3, multiplex bead flow cytometry, Alexa488-MEK5. Mitogen-activated protein kinase kinase kinase 3 (Homo sapiens), Q99759. bead-based flow cytometry, Alexa488-MEK5 binding to MEKK3; actives lie on both sides; 0 = blocked by unlabeled MEK5, 100 = vehicle. binding response (% of control), % at 10 µM. actives 1.4% (n = 290,000). AID 1529, 2009;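 active = binding response more than 3 SD above or below the average of its plate-row segment, actives on both sides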;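 also: Alexa488 bead fluorescence after subtracting the streptavidin-only scavenger bead signal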
Target sequence (Q99759 whole entry, looked up): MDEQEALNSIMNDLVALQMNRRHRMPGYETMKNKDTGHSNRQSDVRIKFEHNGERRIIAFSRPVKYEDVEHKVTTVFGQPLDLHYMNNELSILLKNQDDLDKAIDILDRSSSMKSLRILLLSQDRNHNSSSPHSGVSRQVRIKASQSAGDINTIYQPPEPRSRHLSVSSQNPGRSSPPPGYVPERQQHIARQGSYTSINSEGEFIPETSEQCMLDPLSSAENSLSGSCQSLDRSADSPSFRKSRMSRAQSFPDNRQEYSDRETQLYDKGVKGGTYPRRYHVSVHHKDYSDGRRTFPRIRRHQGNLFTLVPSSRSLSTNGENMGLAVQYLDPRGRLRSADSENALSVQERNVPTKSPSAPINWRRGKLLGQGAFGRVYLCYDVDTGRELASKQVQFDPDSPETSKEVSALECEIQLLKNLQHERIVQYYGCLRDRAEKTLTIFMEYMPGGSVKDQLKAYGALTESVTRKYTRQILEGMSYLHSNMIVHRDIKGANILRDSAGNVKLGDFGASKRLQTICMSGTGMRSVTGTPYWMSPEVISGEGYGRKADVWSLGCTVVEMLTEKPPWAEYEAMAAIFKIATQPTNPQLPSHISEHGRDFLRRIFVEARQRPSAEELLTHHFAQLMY
* hit, by the source's call; nt = not tested or not shown.

The line under a structure holds: CRFBP-R2 block | HCV NS3 hel inh | MEKK2mut PB1 HTS | CRFBP-R2 agonist | MEKK2 WT-MEK5 | GalR3 antagonist | FID counter | SUMO HTRF inh | MEKK3 PB1 HTS
[1] CCC(=O)N1CCN(CCN=CC2=C(O)CC(c3cccs3)CC2=O)CC1 (stereo unspecified)
 : 3 | 1 | 1 | -0.1 | 100 | -2 | -10 | 15 | 100
[2] CCc1ccc(NC(=O)C2CCN(C(=O)N3CCOc4ccccc43)CC2)cc1
 : -2 | -17 | 3 | -3.6 | 101 | nt | -48 | 2 | 101
[3] CN(CC(=O)Nc1ccc(S(=O)(=O)N2CCCC2)cc1)Cc1ccc(Cl)c(Cl)c1
 : -21 | -21 | -1 | 8.0 | 113 | -2 | -9 | -6 | 97
[4] Cc1ccc(NS(=O)(=O)c2ccc(C(=O)NCC(c3ccco3)N(C)C)cc2)cc1 (stereo unspecified)
 : -18 | -19 | 8 | 35 | 107 | -2 | 2 | 8 | 101
[5] CCC1CCCCN1C(=O)COC(=O)c1cc(Br)ccc1Cl (stereo unspecified)
 : -9 | -12 | -7 | -1.1 | 92 | -9 | -20 | -12 | 105
[6] CS(=O)(=O)N1CCN(C(=O)c2ccc(Cl)s2)CC1
 : 16 | 6 | -4 | 0.4 | 101 | -1 | -3 | -11 | 102
[7] O=C(N/N=C/c1c[nH]c2ccc(Br)cc12)c1ccccn1
 : 7 | 7 | -11 | 0.1 | 90 | -4 | -3 | 5 | 107
[8] O=C(c1ccco1)N1CCN(C(c2ccc(F)cc2)c2nnnn2CC2CCCO2)CC1 (stereo unspecified)
 : -3 | -1 | 2 | 2.8 | 103 | 4 | -14 | 2 | 100
[9] O=C(CCNC(=O)c1ccccc1Cl)NCCc1ccc(Cl)cc1
 : -19 | 0 | 0 | -6.6 | 99 | -8 | -14 | 7 | 102
[10] COc1ccc(CNC(=O)CCSCc2ccc(C)cc2)cc1
 : 7 | -1 | -3 | -2.0 | 98 | 5 | -18 | 7 | 96
[11] COc1cc(Cl)c(C)cc1NC(=O)CSc1ccc(NC(C)=O)cc1
 : 3 | -6 | 1 | -0.4 | 104 | -1 | -18 | -19 | 106
[12] O=C(Nc1ccc(O)c2c(=O)cc(-c3ccccc3Cl)oc12)c1ccc(Cl)cc1Cl
 : 0 | nt | 1 | 3.4 | 93 | -2 | nt | -1 | 94
[13] Nc1ccc(C#Cc2ccc3oc4ccccc4c(=O)c3c2)cc1
 : -1 | nt | -4 | -0.7 | 97 | -2 | nt | nt | 102
[14] O=C(CCNS(=O)(=O)c1ccc2[nH]c(=O)oc2c1)NCc1ccc(F)cc1
 : -11 | -2 | 2 | 2.1 | 101 | -9 | 0 | 21 | 102
[15] CCCC(=O)Nc1ccc(C(=O)n2nnc3ccccc32)cc1
 : 12 | -5 | -13 | -1.3 | 86 | -8 | 7 | 10 | 89
[16] O=C(O)c1ccccc1C(=O)N1CCN(Cc2ccc3c(c2)OCO3)CC1
 : -4 | 4 | 1 | 2.7 | 101 | -10 | -7 | -3 | 100
[17] CCN(CC)C(=O)CSc1nnc([C@@H](N)C(C)C)o1
 : 9 | 0 | -4 | 0.0 | 99 | -1 | 0 | 19 | 99
[18] COc1ccc(-c2c(C)n([O-])c3c([n+]2=O)CCCC3)cc1
 : 4 | 4 | -4 | -0.4 | 96 | -6 | 1 | 25 | 101
[19] O=C(O)C1[C@H]2C(=O)N(Cc3cccs3)C[C@]23C=C[C@H]1O3 (stereo partly specified)
 : -5 | -7 | 2 | 1.1 | 98 | -4 | 1 | -9 | 104
[20] Cc1c(C(=O)N2CCCCC2)c(S(=O)(=O)N2CCN(c3ccccc3F)CC2)c(C)n1C
 : 3 | -6 | 2 | -0.5 | 105 | -7 | -54 | -10 | 104
[21] COC(=O)c1ccccc1NC(=O)CN1CCCCC1
 : -7 | 11 | -4 | -0.9 | 97 | -5 | 0 | 4 | 98
[22] COc1ccccc1Nc1nc(NCCC(C)C)nc(N)c1[N+](=O)[O-]
 : -25 | -25 | -5 | -0.3 | 94 | -4 | -4 | -1 | 93
[23] C/C(=N\NC(=O)c1ccc(N(C)C)cc1)c1ccc(C)c(C)c1
 : 13 | -4 | 4 | 0.0 | 104 | 6 | -4 | -4 | 100
[24] COc1cccc(CNC(=O)C(c2ccc(Cl)cc2)C(C)C)c1 (stereo unspecified)
 : -6 | -14 | -1 | -0.1 | 104 | -1 | -20 | -1 | 102
[25] COCCC(=O)N1CCC(Oc2ccc(C(=O)NCc3nccn3C)cc2)CC1
 : -6 | 5 | 8 | -0.5 | 105 | -1 | -6 | 3 | 101
[26] Cc1ccccc1NC(=O)c1ccccc1-c1ccccc1
 : -6 | -6 | 10 | -1.1 | 103 | -7 | -17 | -2 | 101
[27] OCCNCCCOc1ccc(Cl)cc1Br
 : -15 | -14 | 12 | 3.0 | 122 | -7 | 5 | 10 | 101
[28] CCN1CCN(C2=C(NS(=O)(=O)c3ccc(C)cc3)C(=O)c3ccccc3C2=O)CC1
 : -3 | -2 | 1 | 0.2 | 101 | -8 | 8 | 6 | 97
[29] COC(=O)C1=C(C(=O)OC)SC2(S1)C(C(=O)OC)=C(C(=O)OC)SC1=C2c2cc(C)cc(C)c2NC1(C)C
 : 26 | -6 | 0 | 7.0 | 92 | 2 | -22 | -3 | 95
[30] N#Cc1ccc(N2C(=O)[C@@H]3C(C(=O)c4ccc5ccccc5n4)=NN[C@@H]3C2=O)cc1
 : 1 | 15 | 0 | -0.3 | 113 | -3 | -5 | 5 | 99
[31] COc1ccccc1N1CCN(CC(O)COCCOc2ccc(Br)cc2)CC1 (stereo unspecified)
 : 11 | -48 | 1 | 0.9 | 104 | -7 | 16 | -8 | 97
[32] CCSc1nc2sc3c(c2c(=O)n1-c1ccc(C)cc1)CCN(C)C3
 : -4 | -28 | 3 | 1.6 | 104 | -6 | -10 | 4 | 100
[33] Cc1nc2ccc(NC(=O)Cc3ccccc3F)cc2s1
 : 6 | -8 | 3 | -5.0 | 97 | -3 | -6 | 8 | 93
[34] CCc1cc2c(SCC(=O)N(CC)c3c(N)n(Cc4ccccc4)c(=O)[nH]c3=O)ncnc2s1
 : 0 | 7 | -2 | -2.1 | 97 | -3 | -26 | 6 | 104
[35] COc1ccc(N(CC(=O)NCCC2=CCCCC2)S(=O)(=O)c2ccccc2F)cc1
 : 0 | -7 | 1 | -0.2 | 99 | -5 | -28 | 20 | 114
[36] CC(NC(=O)C1CCN(S(=O)(=O)c2cnc[nH]2)CC1)c1ccccc1 (stereo unspecified)
 : 2 | 10 | 0 | 0.0 | 102 | 6 | 2 | -6 | 102
[37] COc1ccc(C)cc1NC(=O)CSc1nnc(-c2cc(C)[nH]n2)n1N
 : -32 | -5 | 2 | 0.9 | 106 | 2 | -15 | 3 | 101
[38] COc1ccc(CN2CCNC(=O)C2CC(=O)N2CCCN(C(C)=O)CC2)c(OC)c1 (stereo unspecified)
 : 13 | -2 | -1 | -2.4 | 97 | 1 | -14 | 8 | 98
[39] CCCCNC(=O)Nc1nnc(SCC(=O)OCC)s1
 : 5 | 10 | 9 | -0.4 | 105 | -4 | -8 | 6 | 102
[40] Cc1ccc(-c2sc(-c3ccccc3)nc2CC(=O)Nc2ccccc2F)cc1
 : -195 | -6 | 4 | 128* | 110 | -5 | 4 | -3 | 113
[41] Cc1cc(=O)oc2cc(OCC(=O)N3CC[C@@]4(O)CCCC[C@H]4C3)ccc12
 : -14 | 2 | 1 | 0.8 | 101 | -3 | -26 | 20 | 102
[42] COc1cccc(C(=O)/C=C/Nc2ccc(S(=O)(=O)Nc3ncccn3)cc2)c1
 : -4 | 8 | -1 | 0.3 | 102 | 1 | -12 | -5 | 104
[43] Cc1cccn2cc(CCNS(=O)(=O)c3cccc([N+](=O)[O-])c3)nc12
 : 1 | 11 | 7 | 0.8 | 105 | -6 | 3 | -6 | 99
[44] CCOc1ccc(C(=O)CCCC(=O)c2ccc(OCC)cc2)cc1
 : -6 | -6 | 6 | 3.0 | 111 | 2 | -11 | 7 | 108
[45] Cc1cc(C(=O)N2CCCC(N3CCN(c4cccc(C(F)(F)F)c4)CC3)C2)n[nH]1 (stereo unspecified)
 : -8 | 2 | 6 | -0.8 | 101 | -2 | -39 | 3 | 101
[46] COCCn1cc(C(=O)NCc2ccco2)c2c3ccccc3n(C)c2c1=O
 : 49 | 13 | 5 | -2.0 | 107 | 4 | -6 | 18 | 103
[47] CCOC(=O)c1ccc(N2C(=O)CC(N3CCN(C/C=C/c4ccccc4)CC3)C2=O)cc1 (stereo unspecified)
 : -16 | 6 | 4 | 1.8 | 112 | -6 | -19 | -12 | 103
[48] O=C1CC(C(=O)N(CC2CCCO2)C(C(=O)NC2CCCCC2)c2ccncc2)CS1 (stereo unspecified)
 : -1 | 5 | 6 | -1.1 | 112 | -9 | -16 | -1 | 114
[49] COc1ccc(NC(=O)CSc2nc3ccc(Nc4nc(N5CCOCC5)nc(N5CCOCC5)n4)cc3s2)cc1
 : 7 | -10 | -3 | 4.4 | 105 | 5 | -27 | 1 | 104
[50] CC(O)CNCCOc1ccccc1OCc1ccccc1 (stereo unspecified)
 : -11 | -3 | 0 | -6.1 | 103 | 0 | 16 | 7 | 104
[51] CCCCOc1ccc(C(=O)N2CCN(CC(=O)Nc3ccc(C)cc3)CC2)cc1OC
 : 0 | -11 | 5 | 3.3 | 103 | -8 | -50 | 11 | 103
[52] CC(CN1CCC(n2nccc2NC(=O)c2ccccc2Cl)CC1)c1ccccc1 (stereo unspecified)
 : 11 | -4 | 3 | -0.3 | 108 | 0 | 7 | 2 | 99
[53] CC(=O)c1ccc(Nc2ccc(-c3ccccc3C)nn2)cc1
 : 2 | 0 | 45 | -8.2 | 79 | 0 | -14 | 24 | 76
[54] CCCc1cc(=O)[nH]c(SCC(=O)NC2CCCc3ccccc32)n1 (stereo unspecified)
 : -5 | -5 | -1 | 0.8 | 98 | -4 | -12 | -37 | 97
[55] COCCNC(=O)c1cn(C(C)c2ccccc2F)nn1 (stereo unspecified)
 : 13 | -1 | 13 | -0.8 | 108 | -1 | -3 | 8 | 111

Given field by field: 2 of the compounds above
48	O=C1CC(C(=O)N(CC2CCCO2)C(C(=O)NC2CCCCC2)c2ccncc2)CS1 (stereo unspecified)
  CRFBP-R2 block: -1
  HCV NS3 hel inh: 5
  MEKK2mut PB1 HTS: 6
  CRFBP-R2 agonist: -1.1
  MEKK2 WT-MEK5: 112
  GalR3 antagonist: -9
  FID counter: -16
  SUMO HTRF inh: -1
  MEKK3 PB1 HTS: 114
49	COc1ccc(NC(=O)CSc2nc3ccc(Nc4nc(N5CCOCC5)nc(N5CCOCC5)n4)cc3s2)cc1
  CRFBP-R2 block: 7
  HCV NS3 hel inh: -10
  MEKK2mut PB1 HTS: -3
  CRFBP-R2 agonist: 4.4
  MEKK2 WT-MEK5: 105
  GalR3 antagonist: 5
  FID counter: -27
  SUMO HTRF inh: 1
  MEKK3 PB1 HTS: 104

An excerpt; rates above refer to the full screens.
